Screening results as filed in PubChem BioAssay.
USP2a block: inhibitors of human ubiquitin-specific protease USP2a | O75604 | USP2 core, Ub-CHOP2 coupled fluorogenic reporter, 485/531 | Potency, µM (top dose mostly 38.3 µM), inactives show top-dose activity change, negative = inhibition, usual class: inhibitors | actives 0.01% (n = 330,000) | AID 463254;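 further: potency means the concentration at half of the fitted maximal effect; plate controls were DMSO wells for no effect and full inhibition by NEM control for full effect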
Target sequence (O75604 whole entry, looked up): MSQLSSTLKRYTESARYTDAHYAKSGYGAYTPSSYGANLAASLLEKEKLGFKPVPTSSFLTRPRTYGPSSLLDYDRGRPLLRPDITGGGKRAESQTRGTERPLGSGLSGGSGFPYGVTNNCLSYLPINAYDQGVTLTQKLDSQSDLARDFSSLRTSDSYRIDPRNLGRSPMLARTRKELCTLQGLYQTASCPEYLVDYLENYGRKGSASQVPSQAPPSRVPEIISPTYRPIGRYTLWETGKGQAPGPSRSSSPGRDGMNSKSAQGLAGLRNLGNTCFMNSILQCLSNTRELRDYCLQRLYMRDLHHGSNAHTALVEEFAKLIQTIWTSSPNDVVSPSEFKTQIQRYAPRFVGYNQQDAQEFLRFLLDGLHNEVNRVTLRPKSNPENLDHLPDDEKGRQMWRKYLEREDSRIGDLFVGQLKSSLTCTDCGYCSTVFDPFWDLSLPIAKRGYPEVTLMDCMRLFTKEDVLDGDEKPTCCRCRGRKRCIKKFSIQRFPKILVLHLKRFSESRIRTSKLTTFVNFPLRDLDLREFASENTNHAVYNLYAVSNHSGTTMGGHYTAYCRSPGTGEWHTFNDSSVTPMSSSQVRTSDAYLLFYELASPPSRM
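Cell-free coupled assay: 10nM USP2 core preincubated 30min RT with compound in Tris-HCl pH 8.0/CaCl2/CHAPS buffer, then 25nM Ub-CHOP2 and 25nM reporter substrate; fluorescence (Ex 485/Em 531) read after 60min RT, normalized to NEM inhibition, concentration-response curves fitted.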
GALK inh: blocks human galactokinase activity | P51570 | Purified GALK, Kinase-Glo residual ATP luminescence | Potency, µM (highest dose often 57.5 µM), for the others: at the highest dose activity change, negative = inhibition, usual class: inhibitors | actives 0.007% (n = 270,000); further: potency means the concentration at half of the fitted maximal effect
Target sequence (P51570 whole entry, looked up): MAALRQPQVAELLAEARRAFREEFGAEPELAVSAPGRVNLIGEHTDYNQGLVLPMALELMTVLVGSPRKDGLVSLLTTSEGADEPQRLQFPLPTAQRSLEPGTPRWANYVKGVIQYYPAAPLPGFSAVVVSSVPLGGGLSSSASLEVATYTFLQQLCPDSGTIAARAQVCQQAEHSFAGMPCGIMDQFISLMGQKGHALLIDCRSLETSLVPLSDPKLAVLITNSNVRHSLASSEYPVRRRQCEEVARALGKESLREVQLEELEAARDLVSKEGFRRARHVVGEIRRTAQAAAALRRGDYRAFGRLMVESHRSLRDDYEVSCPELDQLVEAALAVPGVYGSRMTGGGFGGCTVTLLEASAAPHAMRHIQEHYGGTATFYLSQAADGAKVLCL
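Human GALK (5 nM) with 35 uM ATP and 100 uM galactose in 20 mM HEPES pH 8.0, 5 mM MgCl2, 60 mM NaCl, 1 mM DTT, 0.01% BSA. After 1 h at room temperature, leftover ATP was read by Kinase-Glo Plus luminescence.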
Giardia killer: Giardia lamblia killing | Giardia lamblia trophozoite viability | activity change, % at 7.66 µM, hits read low | actives 0.15% (n = 340,000) | AID 540267; in the data active means activity change below about -80%; inconclusive means between about -30% and that limit;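 further: parasites exposed to compound for two days anaerobically before the ATP read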
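Compounds were tested on trophozoites seeded at 100 cells/well and held 48 hrs at 37 deg C anaerobically. An ATP-based luminescent kit measured the remaining live cells.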
KCNH2 WT inh: KCNH2 (human, wildtype) channel inhibition | AID 720551 | actives 0.37% (n = 340,000) | U2OS, BacMam KCNH2, thallium flux FluxOr; active compounds read low | activity change, % at 1.84 µM;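 active means maximum activity change below -70%; inconclusive means maximum activity change between -70% and -50%; inactive means maximum activity change above -50%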
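U2OS cells were transduced with wild-type KCNH2 virus (2.03 x 10^8 / mL) for 4 h at room temperature, then cultured overnight at 37 C. Thallium flux was read with FluxOr dye. Rate constants were normalized to DMSO controls.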
Coupling enz: coupling enzyme interference in Giardia aldolase counter-screen; AID 2472; coupling enzyme system counterscreen, AmpLite Red fluorescence; actives 0.67% (n = 290,000); activity change, negative = inhibition, % at 58.2 µM, hits read low; in the data active means activity change below about -30%
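Coupling enzymes only (glyceraldehyde-3-phosphate) + compound, at 57.5 uM final, 10 min RT; add substrate/coupling/AmpLite Red mix, 20 min RT; fluorescence ex 525/em 598 nm. Actives flag coupling-system interference.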
PKM2 act: activators of human pyruvate kinase M2; purified PKM2, Kinase-Glo ATP luminescence, activation; response scale: 0% is enzyme alone, no compound; Potency, µM (top dose mostly 57.5 µM), without a hit: at the highest dose activation, most hits filed as activators; P14618; actives 0.34% (n = 260,000); further: potency means the concentration at half of the fitted maximal effect; nearly all actives have a fitted effect of over 55% in size
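ATP formation by purified human PK-M2, quantified via coupled luciferase luminescence after 1 h at room temperature with 0.1 mM ADP and 0.5 mM PEP final.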
KCNH2 3.1 block: inhibitors of human KCNH2 3.1 potassium channel isoform; AID 720553; U2OS KCNH2 3.1, thallium flux FluxOr; active compounds read low; actives 0.95% (n = 340,000); activity change, % (tested at about 1.8 µM);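 active means maximum activity change below -70%; inconclusive means maximum activity change from -70% to -50%; inactive means maximum activity change above -50%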;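 further: thallium influx rate constant from kinetic fluorescence after stimulation buffer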
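Steps: virus added to U2OS suspension (4 h, RT, dark); medium with 10% FBS added, cells plated, 37 C overnight; FluxOr/Red40 loading buffer 45 min RT; stimulation buffer, 2 min kinetic read; rate constant normalized.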
uPA surface inh: inhibitors of cell surface uPA generation; AID 540303; actives 0.31% (n = 330,000); Potency, µM (doses to about 38.3 µM), inactives show at the highest dose activity change, negative = inhibition, most hits filed as inhibitors; cell surface uPA generation assay, qHTS; active means well fitted inhibition curve with a large enough effect; inconclusive means small, poorly fitted or top-dose-only effect; inactive means no such curve, though single readings can be large or run the other way; tested in mouse RAW 264.7 cells; further: potency means the concentration at half of the fitted maximal effect; nearly all actives have a fitted effect of over 55% in size
B2AR arrestin: recruits beta-arrestin to the human beta2-adrenergic receptor | actives 0.02% (n = 330,000) | beta-arrestin recruitment to beta2AR, cell-based reporter | P07550 | Potency, µM (series often up to 46.1 µM), inactives show at the highest dose activation, hits mostly activators;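 further: potency means the concentration at half of the fitted maximal effect; 0% = DMSO controls and full agonism = EC100 isoproterenol or metaproterenol; nearly all actives have a fitted effect of over 65% in size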
Chronic BCR inh: chronic active BCR signaling inhibition; ABC-DLBCL IkBa-CBG/CBR reporter, luminescence ratio, 4 h; Potency, µM (titrated, usually from 46.1 µM), without a hit: at the highest dose ratio change, negative = lower green/red ratio, most hits filed as inhibitors; actives 0.05% (n = 340,000); active means well fitted inhibition curve with a large enough effect in the signal ratio, with a control signal flat, not every such curve was filed as active; inconclusive means small, poorly fitted or top-dose-only effect, or effect the other way, or a change in a side signal; the % refers to the signal ratio;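 further: potency means the concentration at half of the fitted maximal effect; plate controls were basal doxycycline-induced cells for no effect and cells given 10 µM MG132 for full effect; MG132 reads +100%, hits lower the ratio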
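Cell line TMD8 (human ABC DLBCL), stably expressing tet-inducible CBG68-IkBa fusion and CBR; IMDM/0.5% FBS; cpd up to 46 uM; dox induction, 4 h, 37C/5% CO2; dual luminescence; green/red ratio; MG132 control.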
Eya2 inh: blocks the phosphatase activity of human Eya2; recombinant Eya2, OMFP fluorescence dephosphorylation (OMFP is methylfluorescein phosphate); actives 0.006% (n = 330,000); Potency, µM (highest dose often 76.9 µM), for the others: at the top dose activity, negative = inhibition, usual class: inhibitors; further: potency means the concentration at half of the fitted maximal effect
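Eya2 protein (added as 0.2 uM solution) was preincubated with compound for 10 min at ambient temperature in 50 mM HEPES pH 7.5, 50 mM NaCl, 5 uM MgCl2, 0.05% BSA, 1 mM DTT. OMFP (added at 50 uM) then reacted 10 min; fluorescence read at 485/525 nm.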
Numbers without * were called inactive; ? = inconclusive; · = no result given; & = joins results of further samples; [ ] = another dose, or the depositor's remark. Unless noted, the call rests on the fitted dose curve; in most records, active means well fitted curve in the direction sought with a large enough effect; inconclusive means small, poorly fitted or top-dose-only effect, or another doubt; inactive means no such curve, though single readings can be large; an effect the other way counts as inactive or inconclusive. Unless noted, on the % scale 0 is the no-effect control and ±100 the full control effect. Hits appear at their usual frequency. Share with any hit: about 2.4%.

SMILES | USP2a block | GALK inh | Giardia killer | KCNH2 WT inh | Coupling enz | PKM2 act | KCNH2 3.1 block | uPA surface inh | B2AR arrestin | Chronic BCR inh | Eya2 inh
O=c1c2c(O)cc(O)cc2oc2ccc(O)c(O[C@@H]3O[C@H](CO)[C@@H](O)[C@H](O)[C@H]3O[C@H]3O[C@H](CO)[C@@H](O)[C@H](O)[C@H]3O)c12 | 0% | · | -1 | 2 | · | · | 1 | -1% | -0.3% | ? | -12%
O=C(Nc1ccc2nccnc2c1)c1ccco1 | 1% | -3% | -1 | · | -1 | 1% | 20 | -24% | -0.1% | -12% | 5%
CCc1ccc(CN2CCC(n3nccc3NC(=O)c3ccccc3)CC2)o1 | -1% | -10% | -5 | 24 | · | · | 2 | -17% | -1.0% | 1% | 1%
CCc1cccc(C)c1NC(=O)COC(=O)c1cc([N+](=O)[O-])ccc1N1CCOCC1 | 1% | · | 5 | -4 | · | · | -8 | -12% | 0.2% | ? | -6%
Cc1cccc(CC(=O)Nc2ccc(C(=O)N3CCCCC3)cc2)c1 | 0% | 7% | -17 | -12 | 0 | 0% | 2 | 0% | -0.9% | -2% | 7%
O=C(CCn1cnc2ccccc2c1=O)Nc1ccc(S(=O)(=O)N2CCCC2)cc1 | · | -1% | 19 | -12 | -1 | -1% | -8 | -2% | · | · | ·
COc1ccc(S(=O)(=O)NCCc2cn3nc(C)c(C)nc3n2)cc1F | 2% | 5% | -6 | -10 | 4 | 5% | 1 | 5% | 0.3% | -20% | -3%
CCn1c(O)c(/C=C2\C=Nc3ccccc32)sc1=Nc1ccc(C)cc1 | 2% | · | 13 | 4 | -1 | -1% | -6 | -9% | 0.1% | 1% | 9%
CCOc1ccc2nc(NC(=O)CN3CCC(n4nnc5cc(F)ccc54)CC3)sc2c1 | 0% | 1% | 3 | -10 | 1 | 0% | -89* | -13% | -0.4% | ? | -2%
COc1ccccc1-c1sc2cc3c(cc2c1C#Cc1ccccn1)OCO3 | -1% | · | 37[activator] | 2 | · | · | 13 | ? | -0.5% | ? | 1%
CC(C)C(=O)Nc1cccc(C(=O)NCc2ccc3c(c2)OCO3)c1 | 4% | -2% | -1 | -1 | 1 | 4% | -2 | · | -0.8% | -4% | -16%
COc1ccc(OCCCC(=O)Nc2ncn[nH]2)cc1 | 0% | 0% | -13 | -4 | 0 | -1% | 5 | 4% | 0.1% | -1% | -7%
CCN(CC)S(=O)(=O)c1cc(-c2nnc(-c3ccc(Br)cc3)o2)ccc1Cl | 2% | 15% | 0 | 3 | -1 | -1% | -9 | 3% | 0.6% | -2% | -3%
CCn1c(SCC(=O)NCc2ccccc2)nnc1-c1c[nH]c2ccccc12 | 0% | -2% | -6 | 2 | 1 | 0% | -10 | · | -0.2% | 0% | -1%
COC/C=C/C1=CC2=CC(=O)C(C)(OC(=O)C3CCCC3)C(=O)C2=CO1 (stereo not given) | 10% | -2% | 14 | -1 | 3&-10 | -2% | 3 | 11% | -0.6% | 9% | 3%
O=C(NCCN1CCOCC1)c1ccc2c(c1)N(Cc1ccccc1)C(=O)CS2 | 0% | -3% | -1 | -5 | 1 | 5% | · | · | -0.3% | 0% | -26%
Cc1ccc(-c2nc3ccccn3c2Nc2ccccc2)o1 | 3% | 0% | -6 | -1 | 0 | 2.2µM* | -17 | 1% | -1.1% | 1% | -12%
O=C(c1ccc(Cl)c(S(=O)(=O)N2CCCCC2)c1)N1CCCC1 | 0% | -8% | -13 | -3 | 0 | -1% | 11 | 3% | 6.8% | 0% | 6%
CCOc1ccc(CCNC(=O)COC(=O)C2=NNC(=O)CC2)cc1OCC | 0% | · | -8 | -12 | · | · | -8 | -8% | -0.1% | -15% | -12%
Cc1ccc(N(Cc2cc3ccccc3[nH]c2=O)C(=O)c2cccs2)cc1C | -1% | -5% | -1 | 6 | 0 | 0% | -14 | 3% | 0.0% | -1% | -1%
CCN=c1scc(-c2ccco2)n1/N=C/c1ccc(OC)c(O)c1 | · | 0% | -12 | 8 | -2 | 9% | 15 | -3% | · | · | ·
CCOC(=O)c1cccc(P(=O)(C(C)(C)C)C(C)(C)C)c1 | 3% | 1% | 1 | -6 | 5 | 4% | 2 | 1% | -0.3% | -5% | 0%
O=c1c2ccccc2nc(SCc2nnc(-c3ccccc3Br)o2)n1Cc1ccco1 | 5% | 8% | 12 | 27 | 1 | 28% | ? | 3% | -0.2% | 4% | -3%
CCSc1oc(-c2cccs2)nc1S(=O)(=O)c1ccccc1 | -6% | 0% | -13 | 19 | -5 | -12% | 13 | -15% | -0.4% | 10% | -10%
CCOC(=O)c1cnc2ccc(Br)cc2c1NCC(C)O (stereo not given) | 0% | -1% | 6 | 3 | 0 | -1% | -9 | 3% | 0.1% | 10% | 17%
CCc1ccc(Nc2nnc(SCC(=O)NC(=O)c3cccn3C)s2)cc1 | 0% | 1% | 3 | 1 | -1 | -4% | 3 | ? | 2.7% | ? | -7%
C/C(=N\NC(=O)C1CCCC1)c1ccc(Cl)cc1 | -2% | -5% | -7 | -17 | · | 2% | -15 | -12% | -0.3% | ? | -5%
CC1CCCN1CC#CC(O)(c1ccccc1)c1ccccc1 (stereo not given) | 1% | 3% | 3 | 31 | 1 | -5% | 2 | -1% | -0.3% | 0% | 2%
Cc1cc(=O)oc2cc(OCC(=O)Nc3cccnc3)ccc12 | -5% | · | 8 | -3 | · | · | -12 | 1% | -0.2% | 1% | 4%
CCCn1c(-c2ccc(OC)cc2)nc2ccccc21 | -1% | 10% | 4 | 5 | 2 | -2% | -13 | -8% | -0.3% | ? | -15%
CCCN1C2=NCCN2c2ccccc21 | -2% | -2% | 2 | 0 | 0 | -2% | · | 8% | -0.3% | -1% | -2%
COc1ccc(N2CCN(CC(O)COc3cc(C)ccc3C)CC2)cc1 (stereo not given) | 3% | -4% | -13 | 17 | 0 | · | -16 | 3% | 0.2% | -11% | 0%
Cc1ccc(C(=O)Nc2ccc(OCc3ccccc3)cc2)cc1[N+](=O)[O-] | 1% | 3% | 7 | 5 | 1 | 3% | 3 | · | 0.3% | -10% | 5%
C[C@@H](C(=O)CC(=O)OC(C)(C)C)[C@@H](O)c1ccccc1 | 1% | · | 6&7 | -6 | 0&1 | 1% | -13 | -30% | -0.9% | -8% | -5%
CCOC(=O)c1cnc2c(-c3ccccc3)cnn2c1N | -1% | -1% | -19 | -5 | 2 | 2% | -7 | -10% | -1.1% | 9% | -18%
CCOC(=O)CSc1nnc(-c2ccccc2)c(=O)[nH]1 | 3% | -3% | -1 | -9 | -1 | -16% | 6 | 6% | -0.8% | ? | 7%
CCOc1cc(/C=N/NC(=O)c2cc3c(ccc4ccccc43)o2)ccc1O | -1% | 0% | 0 | -10 | · | · | -6 | -30% | -0.1% | -4% | -11%
CCn1c(C)cs/c1=N\S(=O)(=O)c1ccccc1 | 2% | · | 17 | -4 | · | · | -22 | -8% | -0.6% | -3% | 3%
CS(=O)(=O)N(CC(=O)NCCSc1ccccn1)c1cccc2ccccc12 | 1% | 0% | -15 | 10 | 0 | -11% | -10 | 0% | -1.9% | ? | -15%
O=C(Nc1ccccc1)c1cccc(C(F)(F)F)c1 | -1% | -3% | -9 | -1 | 0 | -6% | 26 | 10% | -0.7% | ? | -4%
COc1ccc(CCn2ccc(O)c(Cc3c(F)cccc3Cl)c2=O)cc1OC | 3% | 3% | 10 | -1 | 6 | 0% | 0 | 1% | -0.1% | -12% | 0%
CC(=O)c1c(C)[nH]c(C(=O)COc2ccc(C#N)cc2)c1C | -2% | 1% | 7 | 11 | · | -3% | -2 | -7% | -0.7% | 10% | 9%
O=c1[nH]cnc2nc3n(c12)CCCCC3 | 3% | 0% | -4 | 0 | 4 | -3% | 0 | 11% | 0.0% | 14% | -8%
Cc1cccc(NC(=O)CSc2nnc(-c3ccc(S(=O)(=O)N4CCCC4)cc3)o2)c1 | 4% | -1% | 8 | -31 | -3 | ? | 22 | · | -0.7% | 2% | 13%
CC(NC(=O)c1ccccc1)C(=O)N/N=C/c1ccco1 (stereo not given) | 0% | 1% | 4 | -4 | 3 | 1% | -27 | -3% | -0.6% | 10% | 1%
COc1cccc2c1OCC([C@@H]1C[C@H]3CN(Cc4cccc(Cl)c4)C(=O)[C@]34CCCN14)=C2 | 0% | -1% | -1 | 2 | 2 | 0% | 1 | 0% | 0.2% | -1% | -7%
OCCN(Cc1ccccc1)Cc1ccc(C(F)(F)F)cc1 | -2% | 0% | 11 | -4 | 1 | 2% | 1 | 13% | -0.6% | 14% | -10%
COc1ccc(N)cc1NC(=O)CN1CCCC1 | 2% | -4% | 3 | 10 | 0 | -2% | -2 | 4% | 0.7% | 5% | 1%
